# HP1b chromo inh: HP1-beta chromodomain-methylated histone interaction inhibition. P83916. AlphaScreen HP1-beta / biotin-H3K9me3 peptide binding. Potency, µM (titrated, usually from 114 µM), without a hit: at the highest dose activity change, negative = inhibition, actives largely listed as inhibitors. actives 0.56% (n = 390,000); also: nearly all actives have a fitted effect of over 70% in size; inactives centre near 23
#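 HP1-beta protein (50 nM final) preincubated 30 min at room temperature with biotinylated H3(1-18)K9me3 peptide (50 nM) in PBS pH 7.4, 0.01% Tween-20, then compound added for 30 min. AlphaScreen streptavidin donor/nickel chelate acceptor beads (10 ug/mL final), 30 min dark, luminescence read.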
# ERG Ets-DNA blk: inhibitors of human ERG Ets domain-DNA interaction | P11308 | AID 624246 | Potency, µM (titrated, usually from 76.9 µM), for the others: at the top dose FP activity, negative = inhibition, usual class: inhibitors | actives 0.028% (n = 370,000) | fluorescence polarization, His-ERG Ets domain / labelled DNA; active = well fitted inhibition curve with a large enough effect in the polarisation, with a control signal flat; inconclusive = small, poorly fitted or top-dose-only effect, or effect the other way, or a change in a side signal; inactive = no such curve, though single readings can be large or run the other way; the % refers to the polarisation;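 also: polarization taken with two DNA probes labelled with fluorescein and Texas red; % of control where 0% means no effect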
#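 His-tagged ERG Ets domain (1 uM in the protein solution; 300mM KCl, 50mM Tris-HCl, 1mM EDTA, 1mM DTT, pH 7.5) received compound, then a probe mix of 5 nM fluorescein-DNA and 100nM Texas-615-DNA. Fluorescence polarization was read for both dyes.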
# GLS inhibitor: glutaminase GLS (human) inhibition. AID 624170. O94925. Potency, µM (series often up to 45.5 µM), inactives show at the top dose activity change, negative = inhibition, hits mostly inhibitors. actives 0.21% (n = 410,000). GLS enzymatic activity, qHTS titration; also: % is scaled to controls: 0 for no effect and ±100 for the full control effect
# Target sequence (O94925 whole entry, looked up): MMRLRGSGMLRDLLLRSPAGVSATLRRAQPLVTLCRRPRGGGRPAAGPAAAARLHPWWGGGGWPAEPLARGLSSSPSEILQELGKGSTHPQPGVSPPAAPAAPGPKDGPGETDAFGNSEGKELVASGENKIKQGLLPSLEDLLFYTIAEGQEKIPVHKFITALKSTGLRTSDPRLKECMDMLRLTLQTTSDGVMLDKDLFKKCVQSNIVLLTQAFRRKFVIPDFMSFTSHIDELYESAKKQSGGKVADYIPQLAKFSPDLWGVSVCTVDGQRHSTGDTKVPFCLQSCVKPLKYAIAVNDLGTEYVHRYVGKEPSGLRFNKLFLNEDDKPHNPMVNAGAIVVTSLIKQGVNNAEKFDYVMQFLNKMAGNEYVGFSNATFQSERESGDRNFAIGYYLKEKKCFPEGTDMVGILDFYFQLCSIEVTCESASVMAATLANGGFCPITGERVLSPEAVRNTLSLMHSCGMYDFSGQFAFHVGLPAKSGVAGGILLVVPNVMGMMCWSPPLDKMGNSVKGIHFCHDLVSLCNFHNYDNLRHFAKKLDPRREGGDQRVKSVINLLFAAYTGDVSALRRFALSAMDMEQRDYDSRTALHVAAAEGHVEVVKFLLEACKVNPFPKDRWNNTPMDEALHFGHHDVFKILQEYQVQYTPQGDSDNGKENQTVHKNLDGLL
#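 Glutamate formation by hKGA was monitored fluorometrically using coupled glutamate oxidase, HRP and Amplex Red. Substrate was added as 1 mM L-glutamine solution; incubation was 30 min at RT after an initial read.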
# TrxR1 inh: blocks rat thioredoxin reductase 1 | O89049 | recombinant rTrxR1, NADPH fluorescence consumption, selenite substrate | Potency, µM (doses to about 114 µM), for inactives: at the top dose activity change, negative = inhibition, hits mostly inhibitors | actives 1% (n = 390,000) | AID 588453; also: % is scaled to controls: 0 for no effect and ±100 for the full control effect; nearly all actives have a fitted effect of over 65% in size
#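 Rat TrxR1 (90 nM in the dispensed reagent) was pre-reduced with 400 uM NADPH for 5 min at room temperature, then incubated with compound for 15 min. After 400 uM selenite was added, NADPH fluorescence (Ex 340/Em 450 nm) was followed for 8 min.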
# PGK inhibitor: blocks T. brucei phosphoglycerate kinase; P07378; PGK/GAPDH coupled, Kinase-Glo luminescence, 60 min; Potency, µM (titrated, usually from 57.5 µM), without a hit: top-dose activity change, negative = inhibition, actives largely listed as inhibitors; actives 0.043% (n = 380,000); AID 602233; also: % is scaled to controls: 0 for no effect and ±100 for the full control effect; nearly all actives have a fitted effect of over 60% in size
#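 Luminescent ATP detection (Kinase-Glo Plus) follows a 60-minute room-temperature incubation, with wells lacking PGK as controls. Buffer: 100 mM TEA (pH 7.6), 5 mM MgCl2, 0.01% Tween-20. Coupling enzyme GAPDH (100 nM final) supplies unstable 1,3-BPG in-well.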
# RGS4 inh: blocks human RGS4-accelerated GTP hydrolysis; P49798; Transcreener GDP fluorescence polarization, RGS4-accelerated GTP hydrolysis; Potency, µM (series often up to 114 µM), for the others: top-dose activity change, negative = inhibition, usual class: inhibitors; actives 0.039% (n = 390,000); AID 504845; also: % is scaled to controls: 0 for no effect and ±100 for the full control effect; nearly all actives have a fitted effect of over 75% in size; some results filed as inactive show a strong effect at the top dose
# Target sequence (P49798 whole entry, looked up): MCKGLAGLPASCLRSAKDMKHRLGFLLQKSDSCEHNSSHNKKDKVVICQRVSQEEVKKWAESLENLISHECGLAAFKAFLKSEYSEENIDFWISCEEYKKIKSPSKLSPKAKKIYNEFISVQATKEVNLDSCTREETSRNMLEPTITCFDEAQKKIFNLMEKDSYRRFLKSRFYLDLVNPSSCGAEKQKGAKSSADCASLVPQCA
#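 MLSMR compounds (23 nl, pin-transferred) preincubated 10 min at room temperature with a 500nM (2x) first reagent, then RGS4 at 900nM (2x) plus Transcreener GDP mix added; fluorescence polarization (620/688 nm) read before and after 90 min at 30 °C.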
# JMJD2A Tudor: inhibitors of human JMJD2A Tudor domain; AlphaScreen JMJD2A-Tudor / H3K4me3 peptide binding; actives 4.4% (n = 390,000); Potency, µM (series often up to 114 µM), without a hit: at the top dose activity change, negative = inhibition, hits mostly inhibitors; O75164; AID 504339; also: % is scaled to controls: 0 for no effect and ±100 for the full control effect; nearly all actives have a fitted effect of over 50% in size
# Pin1 inh: blocks the human prolyl isomerase Pin1. Q13526. Pin1 FP peptide displacement, HiFluor488, 10 min. Potency, µM (doses to about 115 µM), inactives show at the top dose activity, negative = inhibition, hits mostly inhibitors. actives 0.009% (n = 390,000); active = well fitted inhibition curve with a large enough effect in the polarisation, with a control signal flat, not every such curve was filed as active; inconclusive = small, poorly fitted or top-dose-only effect, or effect the other way, or a change in a side signal; inactive = no such curve, though single readings can be large or run the other way; the % refers to the polarisation; also: % is scaled to controls: 0 for no effect and ±100 for the full control effect
# Target sequence (Q13526 whole entry, looked up): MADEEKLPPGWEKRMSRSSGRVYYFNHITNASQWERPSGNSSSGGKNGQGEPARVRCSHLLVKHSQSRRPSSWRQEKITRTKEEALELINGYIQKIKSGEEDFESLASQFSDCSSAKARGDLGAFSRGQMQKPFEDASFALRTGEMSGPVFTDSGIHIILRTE
# 12-LOX inh: ALOX12 (human) lipoxygenase inhibition; purified 12hLO, xylenol orange hydroperoxide absorbance; Potency, µM (highest dose often 108 µM), inactives show at the top dose activity change, negative = inhibition, most hits filed as inhibitors; actives 1.1% (n = 580,000); AID 1671190; also: % is scaled to controls: 0 for no effect and ±100 for the full control effect
#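 Purified human 12hLO at 150 nM in 25 mM Hepes, 0.01% Triton X-100, pH 7.0, preincubated 15 min at room temperature with compound. Reaction started with 40 uM arachidonic acid, 30 min at room temperature. Hydroperoxide measured by Fe-xylenol orange, 573/405 nm absorbance ratio.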
# * hit, by the source's call; i = inactive; ? = inconclusive; · = not tested or not shown; & = joins results of further samples; [ ] = dose if it differs, or a comment. Unless noted, calls follow the shape of the dose curve; as a rule, active = well fitted curve in the direction sought with a large enough effect; inconclusive = small, poorly fitted or top-dose-only effect, or another doubt; inactive = no such curve, though single readings can be large; an effect the other way counts as inactive or inconclusive. Potency is read from the fitted curve at half-maximal effect.
SMILES	HP1b chromo inh	ERG Ets-DNA blk	GLS inhibitor	TrxR1 inh	PGK inhibitor	RGS4 inh	JMJD2A Tudor	Pin1 inh	12-LOX inh
COc1ccc(C2=C(SC)CC2=NC(C)(C)C)cc1	32%	-2%	-13%	-14%[57.1 µM]	9%	-4%	-10%	18%	-8%
Cc1ccc2ccc[n+](Cc3ccccc3)c2c1	43%[activator]	0%	-7%	11%[57.1 µM]	1%	-1%	-12%	-2%	-1%
CC(=O)c1cccc(NC(=O)C2CC(=O)N(c3ccc4c(c3)OCCO4)C2)c1 (stereo unspecified)	27%	-11%	-1%	6%	-1%	-17%	-10%	-2%	?
CCN(CC)Cc1c(C(=O)N/N=C/c2cccnc2)nnn1-c1nonc1N	43%	8%	5%	12%	-11%	-30%	-3%	-1%	0%
O=C(O)CCCC(=O)N1CCN(c2ncccn2)CC1	6%	2%	4%	6%[57.1 µM]	0%	8%	-9%	0%	0%
O=C(Nc1ccc(N2CCN(C(=O)c3ccc(Cl)cc3)CC2)cc1)c1ccc(Br)o1	-14%	4%	19%	-3%	1%	10%	-35%	-1%	?
O=C1CN(C(=O)COC(=O)c2ccc(Cl)cc2)c2ccccc2N1	28%	-7%	-12%	-2%	i	-10%	-10%	23%	3%
CCN=C1SC(CC(=O)Nc2ccc(C(F)(F)F)cc2)C(=O)N1CC (stereo unspecified)	16%	·	-3%	35%	-10%	3%	-12%	-6%	8%
Clc1ccc(-c2cnc3ccccc3n2)cc1	50%[activator]	-4%	-1%	-17%[11.4 µM]	-5%	-8%	10%	-8%	4%
NS(=O)(=O)c1ccc(CCNC(=O)CNCCc2ccc(C(F)(F)F)cc2)cc1	-7%	-1%	0%	-10%	·	1%	18µM*	1%	-40%
Cc1cccc(Oc2ccc3c(c2)cc(C(=O)O)n3C)c1	16%	0%	7%	26%	-6%	33%	-17%	-1%	0%
COc1ccc(C(=O)Nc2nc(-c3nnn(-c4ccc(C(C)C)cc4)c3C)ns2)cc1	-10%	4%	3%	7%[57.1 µM]	0%	-2%	-17%	?	-16%
Cc1ccc2[nH]c(C)c(/C=C/c3cc[n+](C)cc3)c2c1	-18%	12%	-8%	-18%	-8%	-24%	-22%	?	?
Cc1ccccc1NS(=O)(=O)c1ccc(C)c(NS(C)(=O)=O)c1C	22%	0%	-9%	-4%	i	-1%	6%	8%	-8%
COCCn1c(SCC(=O)c2c(N)n(C3CC3)c(=O)[nH]c2=O)nc2ccccc21	31%	-1%	-1%	15%	-2%	6%	-14%	5%	0%
Cc1ccc(-n2nc3c(c2NC(=O)CC(C)C)CS(=O)(=O)C3)c(C)c1	26%	-6%	1%	17%	4%	-6%	0%	-10%	0%
CCNc1nc(SC)nc(N(C#N)CC(=O)OC)n1	14%	·	1%	-4%	·	-10%	-16%	2%	-32%
CCCCN=C1CC(C)(C)CC(=O)/C1=C(/O)CCC	14%	-2%	-5%	1%[57.1 µM]	6%	-25%	8%	1%	-21%
CC(C)Oc1ccc(CNC(=O)c2cccc(NC(=O)N3CCSc4ncccc43)c2)cc1	32%	1%	3%	-1%	0%	32%	-15%	3%	-15%
CCc1ccc(NCc2cc3cc4c(cc3n(CC(=O)Nc3ccc(Cl)cc3)c2=O)OCO4)cc1	28%	6%	13µM*	8%	-7%	-22%	-14%	?	101%[activator]
CCn1c(C)cc(C(=O)COC(=O)c2cccnc2SC)c1C	-34%	0%	-10%	-15%	-1%	-16%	?	3%	-14%
COC(=O)c1ccc(Cn2cnc3c(cnn3-c3ccc(Cl)cc3)c2=O)o1	31%	1%	-5%	21%	4%	-16%	-3%	11%	-20%
CC1(c2ccccc2)NC(=O)N(CC(=O)Nc2nc(-c3ccccn3)cs2)C1=O (stereo unspecified)	-10%	3%	7%	8%	3%	-17%	45µM*	5%	-17%
O=C(COc1cc(O)c2c(=O)cc(-c3ccccc3)oc2c1)c1cccc([N+](=O)[O-])c1	45%[activator]	4%	-11%	8%[57.1 µM]	i	-41%	-12%	0%	6%
COc1ccc(C2=NOC(Cn3nc(C(=O)NCc4ccc(OC(F)(F)F)cc4)cc3-c3ccccc3)C2)cc1 (stereo unspecified)	20%	-1%	-6%	29%	-3%	0%	-18%	4%	8%
O=C(CN1C(=O)c2ccccc2C1=O)NCC1CCCO1 (stereo unspecified)	20%	6%	-1%	-15%	-8%	14%	-4%	0%	6%
O=C(CSc1nnc(COc2ccc(Cl)cc2)o1)NC1CC2CCC1C2 (stereo unspecified)	27%	-5%	-5%	24%[0.0914 µM]	i	-29%	-9%	-2%	-1%
Clc1ccccc1OCCn1cnc2ccccc21	14%	4%	-5%	13%	6%	11%	-18%	-2%	-10%
COc1ccc(-c2[nH]c3c(c2-c2c(-n4cccc4)n(C)c(=O)n(C)c2=O)c(=O)n(C)c(=O)n3C)cc1	40%	3%	-2%	18%	-10%	18%	8%	-4%	-22%
COc1ccc(Nc2nc3ccccc3n2C)cc1	18%	-1%	-27%	-18%	-20%	9%	-15%	2%	0%
CN1CCN(c2nc3c(=O)[nH]c(N)nc3n2C2OC(CO)C(O)C2O)CC1 (stereo unspecified)	27%	·	·	16%	·	7%	-10%	2%	·
NC(=O)CSc1nnc(-c2ccccc2Br)n1-c1cccc(C(F)(F)F)c1	29%	-3%	-14%	13%	-7%	-1%	-9%	-4%	-8%&-15%
CNC(=O)c1c(NC(=O)c2ccco2)sc2c1CCC2	46%[activator]	13%	28%	-12%	0%	-23%	-5%	4%	-4%
Cn1cc(CCC(=O)N2CCCC(N3CCN(c4ccccc4F)CC3)C2)cn1 (stereo unspecified)	21%	4%	3%	11%	-1%	-3%	-17%	-6%	7%
Cc1ccc(NC(=S)/C(=C(\[O-])c2ccc(F)cc2)[n+]2ccccc2)cc1	?	-4%	6%	2%[57.1 µM]	-1%	-22%	?	3%	-21%
CC(C)C[C@H](N)C(=O)N1CCC(C(=O)N[C@H](C(=O)NCc2ccc(F)cc2)C(C)C)CC1	32%	-3%	1%	9%	-10%	1%	-10%	-5%	-13%
CS(=O)(=O)N(CC(=O)N1CCCCC1)Cc1ccccc1	31%	1%	9%	19%	-2%	17%	-7%	-1%	?
COc1ccc(C(=O)NC(=S)Nc2cccc3cc(O)ccc23)cc1OC	-22%	-5%	-4%	?	-6%	?	-31%	15%	10µM*
CCOc1cc2[nH]c(=O)n(Cc3ccc(C(=O)NCCCN4CCC(C)CC4)cc3)c(=O)c2cc1OCC	7%	14%	-13%	26%[57.1 µM]	0%	-5%	-5%	1%	-12%
CCC(C)(C)C1CCc2[nH]nc(C(=O)NCc3ccccn3)c2C1 (stereo unspecified)	30%	1%	20%	14%[57.1 µM]	3%	15%	-22%	-4%	16%
COCc1cc(/C=N\NC(=O)Cc2ccc(Cl)cc2)ccc1OC	9%	-15%	7%	9%[57.1 µM]	i	-9%	-8%	-4%	-3%
COc1ccc(C(CC(=O)O)N2Cc3ccccc3C2=O)cc1OC (stereo unspecified)	38%	-3%	7%	-6%	-8%	7%	4%	-2%	51%
COc1cccc(NC(=O)c2ccco2)c1	35%	-4%	-2%	-1%	1%	2%	7%	0%	-24%
CC(SCCc1ccccn1)C(=O)O (stereo unspecified)	22%	-1%	-6%	-4%	-5%	-1%[56.9 µM]	-4%[57.1 µM]	0%	?
COc1ccc([C@@H]2CC=C(C(=O)O)[C@H](c3ccc(Cl)cc3)N2S(=O)(=O)c2ccc(C)cc2)cc1OC	20%	9%	4%	0%[57.1 µM]	-5%	11%	-20%	-2%	?
O=C(COC(=O)CCc1ccccc1)Nc1ccccc1OC(F)F	74%[activator]	6%	7%	18%	i	1%	26%	-4%	-12%
CC(C)[C@H](NC(=O)c1ccco1)C(=O)OCC(=O)N1CCc2ccccc21	20%	-9%	8%	-10%	2%	19%	-7%	4%	0%
CC(=O)Nc1ccc(S(=O)(=O)NCCC(=O)NCCc2ccc(F)cc2)cc1	15%	-4%	-8%	15%[57.1 µM]	-16%	-1%	4%	-6%	-4%
COc1ccccc1C(=O)NNC(=O)c1cccc(Cl)c1	46%[activator]	11%	5%	27%	-6%	-31%	-13%	0%	-2%
CCOc1ccc(NC(=O)CN2CCCN(Cc3cc(C)ccc3C)S2(=O)=O)cc1	23%	7%	-1%	27%	10%	23%	-10%	?	-28%
CN(CCc1ccccc1)C(=O)c1cccc(NC(=O)Cc2cccc(NC(=O)C3CCCN(C(=O)C4CCCCC4)C3)c2)c1 (stereo unspecified)	42%[activator]	-10%	-6%	9%	-2%	-14%	-10%	10%	-1%
CC(C)CN(C(=O)COC(=O)CSc1ccccc1F)c1c(N)n(Cc2ccccc2)c(=O)[nH]c1=O	8%	7%	0%	-1%	-5%	42%	-25%	-2%	15%

# 2 compounds picked at random from the list so far, as already listed:
SMILES	HP1b chromo inh	ERG Ets-DNA blk	GLS inhibitor	TrxR1 inh	PGK inhibitor	RGS4 inh	JMJD2A Tudor	Pin1 inh	12-LOX inh
CN(CCc1ccccc1)C(=O)c1cccc(NC(=O)Cc2cccc(NC(=O)C3CCCN(C(=O)C4CCCCC4)C3)c2)c1 (stereo unspecified)	42%[activator]	-10%	-6%	9%	-2%	-14%	-10%	10%	-1%
CC(C)CN(C(=O)COC(=O)CSc1ccccc1F)c1c(N)n(Cc2ccccc2)c(=O)[nH]c1=O	8%	7%	0%	-1%	-5%	42%	-25%	-2%	15%

# Not all compounds are listed; the hit share may differ from the screen's.
